BioA inh = M. tuberculosis BioA enzyme inhibitors, primary screen, biochemical, plate reader, single point, HTS. 360,000 tested, 0.096% active. 7,8-diaminopelargonic acid synthase BioA (Mycobacterium tuberculosis). AID 602481, 2012. inhibition, % at 9.99 µM. purified M. tuberculosis BioA enzyme; in the data active means inhibition above about 40%
An asterisk follows results filed as active.

SMILES	BioA inh
Cc1ccc(S(=O)(=O)Nc2ccc3c(c2)C(=O)N([C@H](C)CO)C[C@@H](C)[C@H](CN(C)CC2CCCCC2)O3)cc1	1.9
CO[C@@H]1CN(C)C(=O)c2cc(NC(=O)NC3CCCCC3)ccc2OC[C@H](C)N(CC2CCOCC2)C[C@@H]1C	-2.5
O=C(C[C@@H]1CC[C@@H]2[C@H](COC[C@H](O)CN2C(=O)c2ccccc2)O1)Nc1ccc(-c2ccccc2)cc1	-1.4
CCCN(C)C[C@H]1Oc2cc(C#CC3CCCCC3)ccc2S(=O)(=O)N([C@H](C)CO)C[C@@H]1C	-0.4
CCN1[C@@H]2c3ccc(-c4ccccc4OC)c(=O)n3C[C@@H]2[C@@H](CO)[C@@H]1C(=O)Nc1nccs1	1.5
C[C@@H]1CN([C@@H](C)CO)C(=O)c2cc(NC(=O)c3ccccc3)ccc2O[C@@H](C)CCCCO[C@@H]1CN(C)S(=O)(=O)c1ccccc1	-2.9
C[C@H]1CN([C@@H](C)CO)C(=O)Cc2cc(NS(=O)(=O)c3ccc(Cl)cc3)ccc2O[C@H]1CN(C)Cc1ccccc1	2.2
C[C@H]1CN([C@@H](C)CO)C(=O)c2ccccc2-c2ccccc2CO[C@@H]1CN(C)C(=O)NC1CCCCC1	1.4
COc1ccccc1CNC(=O)C[C@@H]1C[C@@H]2c3cc(NC(=O)Cc4ccncc4)ccc3O[C@@H]2[C@@H](CO)O1	-1.0
C[C@H]1CN([C@@H](C)CO)C(=O)c2cc(/C=C/c3ccccc3)cnc2O[C@H]1CN(C)S(=O)(=O)c1ccc(F)cc1	0.1
COc1ccc(S(=O)(=O)N(C)C[C@@H]2Oc3ccc(NC(=O)Nc4ccc(F)cc4)cc3C(=O)N([C@@H](C)CO)C[C@@H]2C)cc1	2.1
C[C@@H]1CN([C@@H](C)CO)C(=O)Cc2cc(NC(=O)Nc3ccccc3)ccc2O[C@H]1CN(C)S(=O)(=O)c1ccc(Cl)cc1	-3.5
C[C@@H]1CN([C@@H](C)CO)C(=O)c2cc(C3=CCCC3)cnc2O[C@@H]1CN(C)Cc1ccccc1C(=O)O	1.7
C[C@@H]1CN([C@@H](C)CO)C(=O)c2cc(NC(=O)CCC(F)(F)F)ccc2O[C@@H](C)CCCCO[C@H]1CN(C)Cc1ccc(C(F)(F)F)cc1	0.3
COC(=O)[C@]1(Cc2ccccc2N=[N+]=[N-])N=C(c2ccc(OCCCO)cc2)O[C@@H]1c1ccccc1	-2.9
C[C@@H]1CN([C@H](C)CO)C(=O)c2cc(NC(=O)Cc3ccccc3)ccc2O[C@H]1CN(C)CC1CCCCC1	0.8
C[C@H](CO)N1C[C@H](C)[C@H](CN(C)CC2CCCC2)OCc2cnnn2CCCC1=O	-4.5
CC(=O)Nc1ccc2c(c1)C(=O)N(C)[C@@H]1CC[C@@H](CC(=O)NCCCN3CCOCC3)O[C@H]1CO2	-1.4
COc1ccc(NC(=O)Nc2ccc3c(c2)C(=O)N([C@H](C)CO)C[C@@H](C)[C@@H](CN(C)C(=O)NC2CCCCC2)OCCCC[C@H](C)O3)cc1	-0.5
O=C(C[C@@H]1CC[C@H]2[C@@H](COC[C@@H](O)CN2Cc2ccncc2)O1)NCc1ccccc1Cl	-2.6

Laid out differently: results already given
C[C@@H]1CN([C@@H](C)CO)C(=O)c2cc(NC(=O)CCC(F)(F)F)ccc2O[C@@H](C)CCCCO[C@H]1CN(C)Cc1ccc(C(F)(F)F)cc1
  BioA inh: 0.3
COC(=O)[C@]1(Cc2ccccc2N=[N+]=[N-])N=C(c2ccc(OCCCO)cc2)O[C@@H]1c1ccccc1
  BioA inh: -2.9

New compounds follow
SMILES	BioA inh
CO[C@H]1CN(C)C(=O)c2cc(NC(=O)NC3CCCCC3)ccc2OC[C@@H](C)N(CC2CCOCC2)C[C@@H]1C	-5.4
Cc1noc(C)c1NC(=O)N(C)C[C@@H]1Oc2ccc(NC(=O)Cc3cn(C)c4ccccc34)cc2CC(=O)N([C@@H](C)CO)C[C@H]1C	-2.9
CCCNC(=O)Nc1ccc2c(c1)C(=O)N(C)[C@H]1CC[C@@H](CC(=O)NCCCN(C)C)O[C@@H]1CO2	-1.9
COc1ccc(NC(=O)Nc2ccc3c(c2)C(=O)N([C@@H](C)CO)C[C@H](C)[C@@H](CN(C)S(=O)(=O)c2ccccc2)OCCCC[C@H](C)O3)cc1	-0.7
C[C@H](O)C#Cc1ccc2c(c1)O[C@H](CN(C)CC1CC1)[C@@H](C)CN([C@H](C)CO)S2(=O)=O	0.7
Cc1cc(C(=O)Nc2cccc3c2O[C@@H](CN(C)S(=O)(=O)c2cn(C)cn2)[C@H](C)CN([C@H](C)CO)C3=O)n(C)n1	0.3
C[C@H](CO)N1C[C@H](C)[C@H](CN(C)S(=O)(=O)c2cn(C)cn2)Oc2ccc(NC(=O)Cc3cn(C)c4ccccc34)cc2CC1=O	-1.4
C/C=C/c1cnc2c(c1)C(=O)N([C@@H](C)CO)C[C@H](C)[C@@H](CN(C)C(=O)Cc1cccnc1)O2	6.3
CC(C)CC#Cc1ccc2c(c1)O[C@H](CN(C)C(=O)c1ccccn1)[C@@H](C)CN([C@H](C)CO)S2(=O)=O	-2.0
COCCNC(=O)C[C@@H]1C=C[C@@H](NS(=O)(=O)c2ccc(C)cc2)[C@H](CO)O1	-0.3
C[C@@H]1CN([C@H](C)CO)C(=O)c2cc(NC(=O)CCCN(C)C)ccc2O[C@@H]1CN(C)Cc1ccncc1	0.4
C[C@@H]1CN([C@H](C)CO)C(=O)Cc2cc(NC(=O)Nc3ccc4c(c3)OCO4)ccc2O[C@H]1CN(C)CC1CCCCC1	-0.5
C[C@@H]1CN([C@H](C)CO)S(=O)(=O)c2ccc(C3=CCCCC3)cc2O[C@H]1CN(C)Cc1ccccc1F	2.6
C[C@@H]1CN([C@H](C)CO)C(=O)c2cc(NC(=O)NC3CCCCC3)ccc2O[C@H]1CN(C)Cc1ccc(C(=O)O)cc1	-4.6
C[C@@H]1CN([C@@H](C)CO)C(=O)c2cc(NS(=O)(=O)c3cccs3)ccc2O[C@@H](C)CCCCO[C@H]1CN(C)S(=O)(=O)c1cccs1	-1.0
C[C@H]1CN([C@@H](C)CO)C(=O)c2cc(C#CC(C)(C)O)cnc2O[C@H]1CN(C)C(=O)C1CC1	2.6
COc1ccccc1NC(=O)N[C@H]1C=C[C@H](CC(=O)N2CCC(Cc3ccccc3)CC2)O[C@@H]1CO	-3.9
COc1ccccc1-c1ccc([C@@H]2[C@@H](C#N)N(C(=O)NC3CCCCC3)[C@@H]2CO)cc1	-0.6
O=C(c1ccncc1)N1C[C@H]2[C@@H](c3ccccc31)[C@H](CO)N2Cc1ccccc1F	4.8
C[C@H]1CN([C@@H](C)CO)C(=O)Cc2cc(NC(=O)Cn3cnnn3)ccc2O[C@@H]1CN(C)C(=O)NC1CCCCC1	-0.3

Part of the list above, as labelled records:
COc1ccc(NC(=O)Nc2ccc3c(c2)C(=O)N([C@@H](C)CO)C[C@H](C)[C@@H](CN(C)S(=O)(=O)c2ccccc2)OCCCC[C@H](C)O3)cc1
  BioA inh = -0.7

C[C@H](O)C#Cc1ccc2c(c1)O[C@H](CN(C)CC1CC1)[C@@H](C)CN([C@H](C)CO)S2(=O)=O
  BioA inh = 0.7

Following part.
SMILES	BioA inh
COc1ccc(NC(=O)Nc2ccc3c(c2)C(=O)N([C@H](C)CO)C[C@H](C)[C@H](CN(C)C(=O)Nc2cccc4ccccc24)OCCCC[C@H](C)O3)cc1	1.9
C[C@@H]1CN([C@@H](C)CO)C(=O)c2cc(NC(=O)Cn3cnnn3)ccc2O[C@@H]1CN(C)Cc1ccc(-c2ccccc2)cc1	-0.5
C[C@@H]1CCCCO[C@@H](CN(C)C(=O)C2CCCCC2)[C@@H](C)CN([C@@H](C)CO)C(=O)c2cc(NC(=O)NC3CCCCC3)ccc2O1	0.1
C/C=C/c1ccc([C@@H]2[C@@H](CO)N[C@@H]2CN(CC)C(=O)CN2CCOCC2)cc1	0.1
C[C@@H]1CN([C@H](C)CO)C(=O)c2cccc(NS(=O)(=O)c3cn(C)cn3)c2O[C@H]1CN(C)S(=O)(=O)c1cccs1	-2.4
COc1ccc(S(=O)(=O)N(C)C[C@H]2Oc3ccc(NC(=O)Nc4ccc(C(F)(F)F)cc4)cc3C(=O)N([C@@H](C)CO)C[C@H]2C)cc1	-2.0
CO[C@@H]1CN(C)C(=O)c2ccc(NS(=O)(=O)c3cccc(F)c3)cc2OC[C@H](C)NC[C@@H]1C	-0.8
O=C(C[C@H]1C[C@H]2c3cc(NC(=O)C4CCOCC4)ccc3O[C@H]2[C@H](CO)O1)NCc1ccccc1	-0.3
C[C@H](CO)N1C[C@H](C)[C@@H](CN(C)S(=O)(=O)c2cn(C)cn2)OCCCC[C@H](C)Oc2ccc(NC(=O)Nc3ccc4c(c3)OCO4)cc2C1=O	-4.7
C[C@H](CO)N1C[C@H](C)[C@H](CN(C)S(=O)(=O)c2ccc(Oc3ccccc3)cc2)OCc2cn(nn2)CCCC1=O	0.0
O=C(C[C@@H]1C=C[C@H](NC(=O)Cc2cccnc2)[C@H](CO)O1)NCc1ccc2c(c1)OCO2	4.3
O=C(CCN1CCCCC1)NCC[C@@H]1CC[C@H](NC(=O)Nc2ccc(F)cc2)[C@H](CO)O1	-2.6
C/C=C/c1cnc2c(c1)C(=O)N([C@H](C)CO)C[C@@H](C)[C@@H](CN(C)S(=O)(=O)c1cn(C)cn1)O2	0.1
C[C@@H]1CN([C@@H](C)CO)C(=O)c2cc(NC(=O)CCC(F)(F)F)ccc2O[C@@H]1CN(C)CC1CCCCC1	-1.5
CN1C[C@@H](O)COC[C@@H]2O[C@@H](CC(=O)N3CCN(c4ccccc4)CC3)CC[C@H]21	-1.6
C[C@@H]1CN([C@H](C)CO)C(=O)c2cc(NC(=O)c3ccccc3)ccc2O[C@@H](C)CCCCO[C@H]1CN(C)C(=O)Nc1ccc2c(c1)OCO2	-1.2
O=C(NC[C@H]1[C@H](c2ccccc2)[C@H](CO)N1C(=O)Cc1cccnc1)C1CCC1	4.5
CO[C@@H]1CN(C)C(=O)c2cc(NC(=O)C3CCOCC3)ccc2OC[C@@H](C)N(CC2CCOCC2)C[C@H]1C	-2.0
C[C@H]1CN([C@@H](C)CO)C(=O)c2cc(C3=CCCCC3)cnc2O[C@@H]1CN(C)Cc1ccncc1	-1.0
O=C(Cc1ccccc1)N1C[C@@H]2[C@H](c3ccccc31)[C@H](CO)N2Cc1ccccc1	3.1
COc1cccc(NC(=O)Nc2ccc3c(c2)C(=O)N(C)[C@H]2CC[C@@H](CC(=O)NCCc4ccccc4)O[C@H]2CO3)c1	-1.4
CC(C)NC(=O)Nc1ccc2c(c1)CC(=O)N([C@@H](C)CO)C[C@@H](C)[C@@H](CN(C)CC1CC1)O2	-1.0
COc1cccc(NC(=O)N2C[C@@H](O)COC[C@H]3O[C@@H](CC(=O)N(C)C)CC[C@@H]32)c1	-2.2
C[C@@H]1CCCCO[C@H](CN(C)C(=O)c2ccccc2)[C@H](C)CN([C@H](C)CO)C(=O)c2cc(N(C)C)ccc2O1	-0.9
C[C@@H]1CN([C@H](C)CO)C(=O)c2ccccc2-c2ccccc2CO[C@@H]1CN(C)C(=O)N[C@H](C)c1ccccc1	1.0
COc1ccc([Si](C)(C)[C@H]2[C@H](CCn3cc(CCO)nn3)O[C@@]3(C(=O)N(C)c4ccccc43)[C@@H]2C)cc1	2.3
C[C@@H]1CN([C@@H](C)CO)C(=O)c2cc(NS(=O)(=O)c3ccccc3)ccc2O[C@H]1CN(C)C	-0.4
Cc1cccc(S(=O)(=O)N[C@@H]2CC[C@@H](CCn3cc(-c4ccccn4)nn3)O[C@H]2CO)c1	0.0
CO[C@H]1CN(C)C(=O)c2cc(NS(C)(=O)=O)ccc2OC[C@H](C)N(CCC(F)(F)F)C[C@@H]1C	-0.7
COc1ccc(S(=O)(=O)N(C)C[C@@H]2OCCCC[C@@H](C)Oc3ccc(NS(=O)(=O)c4c(C)noc4C)cc3C(=O)N([C@H](C)CO)C[C@H]2C)cc1	-1.1
CC(=O)N1CC[C@@H]2[C@H](CO)Nc3ccc(-c4cccc(F)c4)cc3[C@@H]21	9.2
O=C(C[C@@H]1CC[C@H](NC(=O)Nc2cc(F)ccc2F)[C@@H](CO)O1)Nc1ccc(-c2ccccc2)cc1	-0.3
C[C@H]1CN([C@@H](C)CO)C(=O)Cc2cc(NC(=O)CCCCCC(=O)Nc3ccccc3N)ccc2O[C@@H]1CN(C)C(=O)Nc1ccc2c(c1)OCO2	-2.9
COc1ccc(S(=O)(=O)N2CCCCN3[C@H](C2)[C@@H](c2ccc(C#CC(C)C)cc2)[C@@H]3CO)cc1	-2.5
O=C(C[C@@H]1CC[C@@H]2[C@H](COC[C@H](O)CN2S(=O)(=O)c2ccccc2)O1)NCc1ccc2c(c1)OCO2	-0.4
CC(C)c1cn(CC[C@@H]2CC[C@H](NS(=O)(=O)c3ccc(F)cc3)[C@H](CO)O2)nn1	3.5
OC[C@@H]1[C@@H](c2ccc(/C=C/c3ccccc3)cc2)[C@@H]2CN(Cc3cccnc3)CCCCN12	-7.7
COCCNC(=O)C[C@H]1C[C@@H]2c3cc(NC(=O)Nc4ccc(F)cc4)ccc3O[C@@H]2[C@@H](CO)O1	-2.1
O=C(C[C@@H]1C[C@H]2c3cc(NC(=O)NC4CCCC4)ccc3O[C@H]2[C@H](CO)O1)NCCc1ccccc1	-0.7

Single entries from the entries so far:
`C[C@@H]1CN([C@H](C)CO)C(=O)c2ccccc2-c2ccccc2CO[C@@H]1CN(C)C(=O)N[C@H](C)c1ccccc1` @ BioA inh: 1.0
`CC(C)NC(=O)Nc1ccc2c(c1)CC(=O)N([C@@H](C)CO)C[C@@H](C)[C@@H](CN(C)CC1CC1)O2` @ BioA inh: -1.0
`COc1ccc(S(=O)(=O)N2CCCCN3[C@H](C2)[C@@H](c2ccc(C#CC(C)C)cc2)[C@@H]3CO)cc1` @ BioA inh: -2.5
`C[C@H]1CN([C@@H](C)CO)C(=O)Cc2cc(NC(=O)CCCCCC(=O)Nc3ccccc3N)ccc2O[C@@H]1CN(C)C(=O)Nc1ccc2c(c1)OCO2` @ BioA inh: -2.9
`O=C(C[C@@H]1CC[C@@H]2[C@H](COC[C@H](O)CN2S(=O)(=O)c2ccccc2)O1)NCc1ccc2c(c1)OCO2` @ BioA inh: -0.4
`CC(=O)N1CC[C@@H]2[C@H](CO)Nc3ccc(-c4cccc(F)c4)cc3[C@@H]21` @ BioA inh: 9.2

Assay outcomes (PubChem BioAssay)

This is a subset; count on the stated rates, not on these rows.
